High-throughput results as filed in PubChem BioAssay.
AmpC inh det = AmpC beta-lactamase inhibition, detergent assay; P00811; purified AmpC, nitrocefin hydrolysis with detergent; Potency, µM (titrated, usually from 28.7 µM), without a hit: top-dose activity change, negative = inhibition; 0.09% of 71,000 active; AID 584; active = well fitted curve in the direction sought with a large enough effect
Target sequence (P00811 whole entry, looked up): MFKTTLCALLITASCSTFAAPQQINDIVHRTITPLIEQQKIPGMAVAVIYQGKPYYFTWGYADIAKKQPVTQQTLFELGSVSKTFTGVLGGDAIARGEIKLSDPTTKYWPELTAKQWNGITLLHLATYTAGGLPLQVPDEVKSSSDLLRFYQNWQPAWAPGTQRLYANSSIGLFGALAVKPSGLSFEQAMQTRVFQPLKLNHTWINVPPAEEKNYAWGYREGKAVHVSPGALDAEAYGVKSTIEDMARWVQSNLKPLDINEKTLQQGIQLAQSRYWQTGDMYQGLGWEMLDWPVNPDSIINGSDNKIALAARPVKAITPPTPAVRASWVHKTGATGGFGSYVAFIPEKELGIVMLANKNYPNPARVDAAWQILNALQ
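E. coli AmpC (5.3 nM) in 20 mM phosphate pH 7.0 with 0.01% Triton X-100, preincubated 15 min RT with compound; nitrocefin (2 uL of 800 uM stock) hydrolysis followed by 480 nm absorbance every 20 s over 4 min.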
* = called active by the depositor; & = joins results of further samples; [ ] = dose if it differs, or a comment. % is scaled to controls: 0 for no effect and ±100 for the full control effect; potency is read from the fitted curve at half-maximal effect.

structure,AmpC inh det
COc1cccc(NC2CC(=O)N(CCc3ccccc3)C2=O)c1 (stereo not drawn),-4%
Cc1noc(C)c1S(=O)(=O)N(CC(=O)N1CCCCCC1)c1ccc(C(C)C)cc1,15%
c1ccc(C(c2nnnn2C2CCCCC2)N2CCc3ccccc3C2)nc1 (stereo not drawn),-1%
COc1ccccc1OC[C@H](O)CO,0%[12.8 µM]
OC(Cc1cccnc1)(c1ccccc1)c1ccccc1,-5%[5.75 µM]
CC(=O)C1=C(C)NC(SCC(=O)c2ccc(Cl)cc2Cl)=C(C#N)C1c1ccco1 (stereo not drawn),2%
S=c1nc(-c2cccc(Br)c2)[nH][nH]1,0%
O=S(=O)(c1ccc(Cl)c(C(F)(F)F)c1)N1CCN(CC(O)COCC2CCCO2)CC1 (stereo not drawn),-3%
CCOC(=O)c1cccc(NC(=O)C2CCC(CNc3c(N4CCOCC4)c(=O)c3=O)CC2)c1 (stereo not drawn),6%
CCNC(=O)COc1ccc2ccccc2c1,14%

Going on with the list.
structure,AmpC inh det
Cc1ccc(-c2nnc(CSc3nc(C)nc4sc(C)c(C)c34)o2)cc1,-3%
COc1cccc(-c2nc(=S)c3c(n2Cc2ccco2)CCCC3)c1,-2%
CC(C(=O)NCC1(c2ccccc2)CCCC1)N1CCOCC1 (stereo not drawn),-1%
CC1CCN(C(=O)CSc2ccc(-c3ccc(F)cc3)nn2)CC1,-2%
CCOC(=O)C1=C(C)NC(C)=C(C(=O)OCC)C1c1ccc(OC)cc1,-5%
O=C(NCCN1CCOCC1)NC1(C(F)(F)F)Oc2ccc(Cl)cc2O1 (stereo not drawn),-3%
O=C(CCCCn1c(=O)c2ccccc2n(Cc2ccc(F)cc2)c1=O)NCc1ccco1,9%
O=C(Nc1ccc(-c2noc(CCc3ccccc3)n2)cc1)c1cccnc1,-3%
CCCn1c(C(O)c2cc(OC)ccc2OC)nc2ccccc21 (stereo not drawn),-1%
CN(c1cccc(NC(=O)Nc2cccc(Cl)c2)c1)S(C)(=O)=O,-4%

Following part
structure,AmpC inh det
CCOc1ccccc1N1C(=O)CC(Nc2ccc(N3CCOCC3)cc2)C1=O (stereo not drawn),-1%
O=C(O)c1cc(-c2ccc(-c3ccc(-c4cc(C(=O)O)c5cc(Cl)ccc5n4)cc3)cc2)nc2ccc(Cl)cc12,-4%[5.75 µM]
COCCNc1ncnc2c1cnn2Cc1ccc(Cl)cc1,-5%
C[C@@H]1C[C@@H]([C@H](O)CC2CC(=O)NC(=O)C2)C(=O)[C@@H](C)C1,1%&10%
CC(C)(O)C#Cc1ccc(C(=O)NCc2cccs2)s1,8%
O=C(c1cc2nc(-c3ccco3)cc(C(F)(F)F)n2n1)N1CCCCCC1,7%
O=C1C2=C(Nc3ccccc3SC2c2ccco2)c2ccccc21 (stereo not drawn),7%
O=C(C1CCN(c2nnc(-n3cccc3)s2)CC1)N1CCOCC1,4%
CC1N(C)c2cc(NC(=O)c3ccco3)ccc2C1(C)C (stereo not drawn),-1%
CC(C)(C)c1cc(O)c(C(C)(C)C)cc1O,-1%

Next structures.
structure,AmpC inh det
CCN(CC)C(=O)COc1ccc2oc(C)c(C(=O)OC)c2c1,-6%
COc1ccc2cc(CN(CCO)C(=O)c3ccc(Br)cc3)c(=O)[nH]c2c1,9%
Cc1ccc(-n2c3c(cc(C(=O)NCc4ccco4)c2=O)C(=O)CC(C)(C)C3)cc1,0%
CCOc1ccccc1-n1c(SCC(=O)NC)nnc1-c1ccco1,11%
CCOC(=O)N1CCN(C(=O)C2COc3ccccc3O2)CC1 (stereo not drawn),-4%
Cn1cccc1C(C(=O)NC1CCCCC1)N(C(=O)Cc1cccs1)c1ccc2c(c1)OCO2 (stereo not drawn),12%
CC(=O)/C(=N\N=C(N)N)c1ccccc1,-2%[5.75 µM]
Cc1ccc2ccccc2c1COC(=O)c1nonc1N,-5%
COc1ccc(-c2nc3cnc(Oc4ccccc4)nc3n(CCC#N)c2=O)cc1,3%
O=C(CN1C(=O)CN=C(c2ccccc2)c2ccccc21)NCc1ccco1,0%

Later entries
structure,AmpC inh det
Cc1cc(NC(=O)c2cccnc2)ccc1NC(=O)c1ccco1,-5%
COc1cc(-c2nnc(SCc3c(F)cccc3Cl)o2)cc(OC)c1OC,3%
Cn1cc(CC(=O)N2CCN(c3ccc(Cl)cc3)CC2)c2ccccc21,1%
CCn1c(=O)n(CC)c2cc(S(N)(=O)=O)c(C)cc21,-2%
O=C(CN1C(=O)c2ccccc2S1(=O)=O)Nc1ccccc1C(=O)NCc1ccco1,1%
CC(C)(C)n1cnc2cc(NS(=O)(=O)c3ccccc3)ccc21,-1%
CC(C)C(=O)Nc1ccc(C(=O)NC2CCSC2=O)cc1 (stereo not drawn),12%
CC1CCN(C(=O)CSc2nnc(Cc3cc(=O)[nH]c(=O)[nH]3)n2-c2ccc(Cl)cc2)CC1,8%
O=c1nc2n(c3cc(Cl)c(S(=O)(=O)N4CCOCC4)cc13)CCCCC2,-4%
COc1ccc(CC(=O)Nc2ccc(S(=O)(=O)NCC3CCCO3)cc2)cc1 (stereo not drawn),-5%

Remaining list, next part
structure,AmpC inh det
O=C(Nc1ccc(-n2nncc2-c2ccco2)cc1)c1cc2ccccc2oc1=O,-2%
COC(=O)N(C)c1nc2ccccc2s1,8%
Cc1nc2cnc(N3CCOCC3)nc2n(CCc2ccccc2)c1=O,0%
O=C(CN1C(=O)COc2ccccc21)N(Cc1cccnc1)Cc1cccc(F)c1,-3%
Cc1ccc(C)c(N2CCN(C(=O)c3cc4ccccc4oc3=O)CC2)c1,8%
Cc1ccc2c(c1)-c1ccccc1S(=O)(=O)N2,7%
CN1C(=O)CSc2ccc(C(=O)O)cc21,12%
COc1ccc(OC)c(-n2c(SCC(=O)N3CCc4ccccc43)nc3c(c2=O)SCC3)c1,8%
CN(Cc1ccccc1)C(=O)COC(=O)c1ccc2c(c1)OCO2,0%
COc1ccc(C(=O)CSc2nnc(-c3ccco3)n2CC2CCCO2)cc1 (stereo not drawn),11%

The listing continues.
structure,AmpC inh det
CNC(=O)CSc1nnnn1CCCOC,13%
Cc1n[nH]c(C)c1N1C(=O)c2cccc3cc(Br)cc(c23)C1=O,9%
NC1=NC2=C(CCCC2)C2(CCCCC2)S1,11%
Cc1ccc(CNC(=O)c2cc3c(=O)n(C)c4ccccc4c3n2C)o1,10%
CCCc1ncc(C(=O)c2ccc(OC)cc2)n1C,11%
CCCc1nc(SCC(=O)c2ccc(OC)cc2)c2c(=O)n(C)c(=O)n(C)c2n1,8%
CCOC(=O)CSc1nnc(-c2ccc(OC)cc2OC)o1,2%
CC(C)n1c(SCC(=O)Nc2ccc3c(c2)OCO3)nc2c1c(=O)n(C)c(=O)n2C,-2%
CCc1cc2c(cc(C(=O)O)n2C)s1,13%
CCc1nnc(NC(=O)c2ccc(S(=O)(=O)NC3CCCCC3)cc2)s1,10%

New compounds follow:
structure,AmpC inh det
COCCn1c(SCCCc2ccccc2)nc2c1c(=O)[nH]c(=O)n2C,-5%
O=C(Nc1cccc(F)c1)N1CCC2(CC1)CCN(C(=O)Oc1ccccc1)CC2,-2%
NC(=O)C1CCN(C(=O)C23CC4CC(CC(C4)C2)C3)CC1,-1%
COC(=O)n1c(=O)oc2cc(S(=O)(=O)N3CCOCC3)ccc21,-2%
CN=C(SCc1cc2c(cc1Cl)OCO2)c1c(O)n(C)c(=O)n(C)c1=O,1%
COc1ccc2c(c1)CCc1c(C(=O)NC3CCCCC3)noc1-2,-4%
CC(=O)Nc1ccc(S(=O)(=O)N[C@H](C(=O)O)C(C)C)cc1,13%
CCOC(=O)C1C(=O)CC(=O)CC1CC(C)SCC (stereo not drawn),-2%
COCCn1c(=O)c(-c2cccc(C#N)c2)nc2cnc(Nc3ccccc3)nc21,1%
COc1[nH]c2ccc(F)cc2c1C(=O)OCC1CCN(CCNS(C)(=O)=O)CC1,-2%&-1%

Other structures.
structure,AmpC inh det
Fc1ccc(-c2nnc3ccc(N4CCCC4)nn23)cc1,12%
COc1ccc(Cl)cc1C(=O)Nc1ccc(NC(=O)c2ccco2)cc1,4%
CCN(CC)CCN1C(=O)C(=O)/C(=C(/O)c2c(C)[nH]c(C(=O)OC)c2C)C1c1cccnc1 (stereo not drawn),-2%
Cc1[nH]nc(N=CC2=C(O)CC(c3ccco3)CC2=O)c1-c1ccccc1 (stereo not drawn),-6%
O=C(CSc1nccn1-c1cccc(Cl)c1)NC1CCCC1,-1%
CCNC(=O)[C@@H]1O[C@@H](n2cnc3c(N)ncnc32)[C@H](O)[C@H]1O,1%
COc1ccc(OC)c(C2C=C(c3ccc(C)c(C)c3)Nc3nnnn32)c1 (stereo not drawn),-6%
Cn1c(=O)c2c(nc(CN3CCc4ccccc4C3)n2Cc2ccc(Cl)cc2)n(C)c1=O,0%
O=C(NCc1cccs1)C1CCN(c2ccc(S(=O)(=O)N3CCOCC3)cc2Cl)CC1,9%
CCN1CCN(C(=O)c2ccc3c(=O)n(C4CCCC4)c(=S)[nH]c3c2)CC1,0%

More results follow.
structure,AmpC inh det
COCC(=O)N(Cc1cc2ccccc2[nH]c1=O)c1ccc(OC)cc1,-3%
COc1cccc(-n2nc(C(=O)N3CCC4(CC3)OCCO4)c3ccccc3c2=O)c1,22%
CC1=C(C(=O)OC2CCCCC2)C(c2ccco2)n2ncnc2N1 (stereo not drawn),13%
Cc1ccc(C)c(N(C(=O)Cn2nnc(-c3cccs3)n2)C(C(=O)NC2CC2)c2ccc(C)o2)c1 (stereo not drawn),-1%
CN(C)c1nc(Oc2ccc(/C=N/O)cc2)nc(N(C)C)n1,-2%
CN1C(=O)C(C2c3ccccc3C(=O)N2Cc2ccccc2)C(=O)N(C)C1=O (stereo not drawn),-5%
Cn1c(-c2ccc(C(C)(C)C)cc2)n[nH]c1=S,5%
Cn1c(=O)oc2cc(S(=O)(=O)Nc3cccc(C(=O)O)c3)ccc21,-2%
Cc1cccc2cc(C#N)c(NCCNS(=O)(=O)c3ccc4c(c3)OCCO4)nc12,2%
Cc1cnc(C(=O)OCC(=O)Nc2ccc(Cl)cc2)cn1,-5%

An excerpt from above in order of molecular weight, smallest number first.
structure,AmpC inh det
CN(C)c1nc(Oc2ccc(/C=N/O)cc2)nc(N(C)C)n1,-2%
COCC(=O)N(Cc1cc2ccccc2[nH]c1=O)c1ccc(OC)cc1,-3%
CN1C(=O)C(C2c3ccccc3C(=O)N2Cc2ccccc2)C(=O)N(C)C1=O (stereo not drawn),-5%

The listing continues.
structure,AmpC inh det
CCCCNC(=O)Nc1cnn(CC)c1C(N)=O,-2%
COc1ccc(-c2nnnn2-c2ccccc2OC)cc1,-2%
COc1ccc(C2C3=C(CCCC3=O)Nc3nc4ccccc4n32)cc1OC (stereo not drawn),-3%
Cc1cc(=O)oc2cc(OCC(=O)N3CCCC(C)C3)ccc12 (stereo not drawn),11%
COC(=O)C1CCCN1C(C(=O)NC1CCCCC1)c1ccc(Cl)cc1 (stereo not drawn),6%
N#Cc1nc(-c2ccccc2Cl)oc1N1CCOCC1,-1%
COc1ccc(/C=N/c2nc3ccccc3n2C)cc1OC,-1%
CCOC(=O)C1=C(C)OC(N)=C(C#N)C1c1cc(OC)c2c(c1)OCO2 (stereo not drawn),-3%
Cc1ccc(C)c(NC(=O)c2ccc3c(c2)N(Cc2ccc(F)cc2)C(=O)CS3=O)c1 (stereo not drawn),9%
N[C@]1(C(=O)O)CC[C@@H](C(=O)O)C1,-1%

Remaining list, next part:
structure,AmpC inh det
CCCC(=O)N1CCc2cc(-c3nc(N)sc3C)ccc21,15%
COCCSc1nnc(NC(=O)Cc2cccs2)s1,-4%
CCC(C(=O)O)n1c(C(F)(F)F)nc2ccccc21 (stereo not drawn),-5%
Cn1c(=O)c2c(SCC(N)=O)nc(CC(C)(C)C)nc2n(C)c1=O,11%
Cc1ccc2c(c1)CC1(CN2C)C(=O)NC(=O)N(c2ccc(C)c(C)c2)C1=O (stereo not drawn),-2%
Cc1cnc(C(=O)OCC(=O)N2CCc3ccccc3C2)cn1,-3%
COc1ccc(-n2c(=O)c3ccccc3n(CC(=O)Nc3cc(C)on3)c2=O)cc1OC,11%
C[N+]1(C)CCc2cc3c(cc2[C@@H]1[C@@H]1OC(=O)c2c1ccc1c2OCO1)OCO3,-2%
COc1cc2ccc(=O)oc2c(O)c1O,-3%
O=C(O)CN1CCN(Cc2ccccc2)C1=O,12%

Compounds shown so far that contain an aryl thioether with sulfur outside any ring, in the order listed:
structure,AmpC inh det
Cc1ccc(-c2nnc(CSc3nc(C)nc4sc(C)c(C)c34)o2)cc1,-3%
CC1CCN(C(=O)CSc2ccc(-c3ccc(F)cc3)nn2)CC1,-2%
CCOc1ccccc1-n1c(SCC(=O)NC)nnc1-c1ccco1,11%
COc1cc(-c2nnc(SCc3c(F)cccc3Cl)o2)cc(OC)c1OC,3%
CC1CCN(C(=O)CSc2nnc(Cc3cc(=O)[nH]c(=O)[nH]3)n2-c2ccc(Cl)cc2)CC1,8%
COc1ccc(OC)c(-n2c(SCC(=O)N3CCc4ccccc43)nc3c(c2=O)SCC3)c1,8%
COc1ccc(C(=O)CSc2nnc(-c3ccco3)n2CC2CCCO2)cc1 (stereo not drawn),11%
CNC(=O)CSc1nnnn1CCCOC,13%
CCCc1nc(SCC(=O)c2ccc(OC)cc2)c2c(=O)n(C)c(=O)n(C)c2n1,8%
CCOC(=O)CSc1nnc(-c2ccc(OC)cc2OC)o1,2%
CC(C)n1c(SCC(=O)Nc2ccc3c(c2)OCO3)nc2c1c(=O)n(C)c(=O)n2C,-2%
COCCn1c(SCCCc2ccccc2)nc2c1c(=O)[nH]c(=O)n2C,-5%
O=C(CSc1nccn1-c1cccc(Cl)c1)NC1CCCC1,-1%
COCCSc1nnc(NC(=O)Cc2cccs2)s1,-4%
Cn1c(=O)c2c(SCC(N)=O)nc(CC(C)(C)C)nc2n(C)c1=O,11%

Some of the compounds tested. The share of hits here may be higher or lower than overall.
